Screening results (PubChem BioAssay)
CHT allo act: human CHT allosteric activation | CHT-expressing cells, membrane potential dye, choline EC20; stronger effect = higher value; LV-AA mutant CHT in HEK293 cells | actives 0.49% (n = 310,000) | Q9GZV3 | B-score at 10 µM;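 active means initial fluorescence not abnormally high and integrated response B-score, plate-corrected, over 3 SD above library mean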
Target sequence (Q9GZV3 whole entry, looked up): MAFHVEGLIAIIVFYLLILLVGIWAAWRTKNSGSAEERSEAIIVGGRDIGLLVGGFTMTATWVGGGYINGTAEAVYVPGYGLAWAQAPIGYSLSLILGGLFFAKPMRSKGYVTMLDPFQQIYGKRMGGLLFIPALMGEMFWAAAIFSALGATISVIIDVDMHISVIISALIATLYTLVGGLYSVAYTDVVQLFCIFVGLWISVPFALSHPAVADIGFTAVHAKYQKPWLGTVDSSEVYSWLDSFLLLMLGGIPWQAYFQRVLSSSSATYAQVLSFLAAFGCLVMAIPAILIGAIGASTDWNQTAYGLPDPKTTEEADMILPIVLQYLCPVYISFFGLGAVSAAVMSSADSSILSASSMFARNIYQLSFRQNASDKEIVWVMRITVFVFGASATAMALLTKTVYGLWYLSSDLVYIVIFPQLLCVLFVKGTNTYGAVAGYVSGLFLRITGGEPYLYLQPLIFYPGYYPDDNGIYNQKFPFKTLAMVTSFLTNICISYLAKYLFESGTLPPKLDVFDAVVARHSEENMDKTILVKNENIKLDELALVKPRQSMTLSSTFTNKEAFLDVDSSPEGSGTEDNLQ
CHT block: human CHT choline transport inhibition. Q9GZV3. CHT-expressing cells, membrane potential dye, choline response; stronger effect = lower value. B-score at 10 µM. actives 0.86% (n = 310,000). AID 488975;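 active means B-score over 3 SD under the library average, and starting fluorescence ratio not unusually high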;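 further: choline stimulus applied at its EC90 after an EC20 pre-addition; B-score computed on integrated fluorescence ratio after choline addition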
Active calls of the source: *; i = inactive.

Compound | CHT allo act | CHT block
OCC(O)/C=N/Nc1nc(Nc2ccccc2)nc(Nc2ccccc2)n1 (stereo not given) | i | i
Cc1cc(NC(=O)c2ccc(Cl)c(S(=O)(=O)N3CCCCC3)c2)no1 | i | i
COc1ccc(O)c(-c2[nH]ncc2C(=O)c2cccc(C)c2)c1 | i | i
O=C(N/N=C/c1ccc(-c2ccc(S(=O)(=O)Nc3ncccn3)cc2)o1)c1cc2ccccc2cc1O | i | i
COc1ccc(C(C(=O)NC2CCCCC2)N(CC2CCCO2)C(=O)C2COc3ccccc3O2)cc1OC (stereo not given) | i | -5.9*
O=C(NC(Cc1ccccc1)C(=O)O)OCC1c2ccccc2-c2ccccc21 (stereo not given) | i | i
O=C(Nc1ccccc1)C1=C[C@@H](c2ccc(Br)cc2)C[C@@H](OCc2ccc(CO)cc2)O1 | i | i
O=C(NC12CC3CC(CC(C3)C1)C2)c1ccco1 | i | i
Cc1cc(C(=O)N2CCCC(N3CCN(c4ccc(F)cc4)CC3)C2)no1 (stereo not given) | i | i
COc1cccc(C(=O)Nc2nnc(SCC(=O)NC3CCCC3)s2)c1 | i | i

Carrying on:
Compound | CHT allo act | CHT block
COc1ccc(N2CCN(C(=O)CNC(=O)c3nn(-c4ccc(OC)cc4)c(=O)c4ccccc34)CC2)cc1 | i | i
CC(=O)Oc1ccc2occ(/C=N/c3cc(=O)[nH]c(=S)[nH]3)c(=O)c2c1 | i | i
COc1cc(/C=N/n2c(C)n[nH]c2=S)ccc1OCc1ccccc1 | i | i
CC(C)NC(=O)c1cc(-c2ccc(Br)cc2)on1 | i | i
O=C(N/N=C/c1ccc(O)cc1O)c1ccc(NC(=O)C2CCCCC2)cc1 | i | i
CC(C)N(C(=O)Nc1ccc2nccnc2c1)C(C)C | i | i
C[C@]1(C2CCCC2)Cc2cc(OCC(=O)O)c(Cl)c(Cl)c2C1=O | i | i
Cc1cc(C)cc(OCC(=O)Nc2ccccc2C(=O)NCc2ccco2)c1 | i | i
CCN(CC)S(=O)(=O)c1ccc2c(c1)nc(SCC(=O)N(C)C1CCS(=O)(=O)C1)n2CC (stereo not given) | i | i
CCCn1c(=S)[nH]c2cc(C(=O)N3CCCC(C(=O)OCC)C3)ccc2c1=O (stereo not given) | i | i

Continuation:
Compound | CHT allo act | CHT block
Cc1ccc(C)c(CN2C(=O)c3ccccc3S(=O)(=O)c3ccc(C(=O)N4CCN(C)CC4)cc32)c1 | i | i
COc1ccc(/C=N/Nc2cc(N(C)C)nc(N(C)C)n2)cc1 | i | i
CC1CC(C)CN(C(=O)c2cc(-c3ccccn3)nc3ccccc23)C1 (stereo not given) | i | i
COc1ccccc1NC(=O)c1ccc(COc2ccccc2OC)cc1 | i | i
O=C(Nc1ccc(C(=O)N2CCCCC2)cc1)Nc1cccc(Cl)c1 | i | i
Cc1ccc(-c2nc(SCC(N)=O)c(C#N)c3c2CCCC3)cc1 | i | i
O=C(CCC(=O)Nc1ccccc1Cl)NNC(=O)Nc1cccc([N+](=O)[O-])c1 | i | i
CCOC(=O)c1cnn(-c2nc(-c3ccc(F)cc3)cs2)c1C(F)(F)F | i | i
COc1ccc(C(=O)N2CCNC(=O)C2CC(=O)Nc2ccc(C)cc2)cc1 (stereo not given) | i | i
O=C(NC1CCCc2ccccc21)c1ccc(Br)cc1 (stereo not given) | i | i

The results go on:
Compound | CHT allo act | CHT block
O=C(Cn1c(=O)oc2ccccc21)NC(=O)NCc1ccccc1 | i | i
COc1cccc2c(Cl)c(CCCl)c(C)nc12 | i | i
CC(=O)c1c(C)oc2ccc(NS(=O)(=O)c3ccc(O)c(C(=O)O)c3)cc12 | i | i
CCOc1ccc(CCNC(=O)COC(=O)c2cccc(S(=O)(=O)N3CCOCC3)c2)cc1OCC | i | i
CCCOc1ccc2c3c(c(=O)oc2c1)CCCC3 | i | i
Cn1cc(S(=O)(=O)NCc2cccs2)c(=O)n(C)c1=O | i | i
O=C(NCCN1CCOCC1)c1ccc2c(c1)ncn2C1CCCC1 | i | i
Cc1cccc(N(CC(=O)NCc2ccccc2)C(=O)Cn2nnc(-c3ccc(C)o3)n2)c1 | i | i
Cc1cc(OC(C)C(=O)Nc2ccccc2C(=O)N2CCCC2)ccc1Cl (stereo not given) | i | i
COc1ccc(CCCC(=O)N/N=C\c2cccs2)cc1 | i | i

Remaining list, next part.
Compound | CHT allo act | CHT block
CC1CCN(C(=O)CCNS(=O)(=O)c2ccc(Cl)cc2)CC1 | i | i
Cc1cccn2c(=O)c3cc(C(=O)NCCN4CCOCC4)c(=N)n(CCN4CCOCC4)c3nc12 | i | i
Oc1c(Br)cc(Br)cc1C=Nc1cccc2ncccc12 | i | -8.2*
COc1ccc(C2/C=C\CN(S(=O)(=O)c3cccs3)CC(=O)N2Cc2ccc(F)cc2)cc1 (stereo not given) | i | i
COc1ccc(-n2c(=S)[nH]c3cc(C(=O)NCc4ccco4)ccc3c2=O)cc1OC | i | i
COC(=O)c1c(NC(=O)CN2C(=O)C(=O)N(CC(C)C)C2=O)sc2c1CCCCC2 | i | i
COc1ccc(CNC(=O)CCc2nnc3ccc(NCCCN4CCCC4=O)nn23)cc1 | i | i
CCOC(=O)c1c(C#N)cnn1-c1ccc(C)cc1 | i | i
CC(C)(C)OC(=O)N1CCC(c2cc(=O)n3[nH]cc(C(=O)NC4CCCC4)c3n2)CC1 | i | i
COC(=O)c1c(S(N)(=O)=O)c2ccccc2n1C | i | i

Continuation.
Compound | CHT allo act | CHT block
CCOc1ccc(NC(=O)CSc2cn[nH]n2)cc1 | i | i
CC1CCCN(C(=O)Cn2c(-c3nonc3N)nc3ccccc32)C1 (stereo not given) | i | i
S=C(NNc1cccc(Cl)c1)NC1CCCCC1 | i | i
COc1ccc(CCNC(=O)Cn2c([N+](=O)[O-])cnc2C)cc1OC | i | i
COc1ccc(CN2[C@@H](CC(=O)O)c3cc(F)ccc3S2(=O)=O)cc1 | i | i
CC(C)CCSc1cc(NCCO)c([N+](=O)[O-])c2nonc12 | i | -5.8*
CCC/C=C(\CCC)C(NC(=O)CCc1ccccc1)c1ccc(C(F)(F)F)cc1 (stereo not given) | i | i
Fc1ccccc1-c1nc(NCc2ccccc2)c2ccccc2n1 | i | i
CN(Cc1ccccc1)CC(O)COc1ccc(CNCCCOc2cccnc2)cc1 (stereo not given) | i | i
CCOc1ccccc1CNS(=O)(=O)c1cc(-c2cc(C)no2)ccc1C | i | i

Other results follow:
Compound | CHT allo act | CHT block
O=C(COC(=O)c1cccnc1Cl)c1ccc2c(c1)OCCO2 | i | i
Cc1cc(C)nc(NNC2=CC(=[N+]3CCCC3)CCC2)n1 | i | i
O=C1c2cccnc2C(=O)N1Cc1ccc(Cl)cc1 | i | i
CC(C)N=c1scc(-c2cccs2)n1/N=C/c1ccc(O)c(O)c1O | i | i
Cc1nn2c(-n3ccnc3C)c3c(nc2c1-c1ccccc1)CCC3 | i | i
COc1cc(C(=O)NS(=O)(=O)c2ccccc2C)ccc1Cc1cn(C)c2ccc(NC(=O)OC3CCCC3)cc12 | i | i
COc1ccc(/C=N\NC(=O)c2ccccc2Br)cc1COc1c(F)c(F)cc(F)c1F | i | i
Cc1ccc(NC(=O)CCC(=O)NNC(=O)Nc2cccc(Cl)c2)c(C)c1 | i | i
COc1ccc(N2CCN(C(=O)c3cc(-c4ccc(F)cc4)[nH]c3C)CC2)cc1 | i | i
C=CCSc1ncccc1C(=O)NCc1ccccc1 | i | i

Remaining list, next part:
Compound | CHT allo act | CHT block
CN(C)CCCn1c2c(c(SCC(=O)Nc3ccc4c(c3)OCCO4)nc1=O)CCC2 | i | i
Nc1ncc2c(n1)CCN(c1ccc([N+](=O)[O-])cc1)C2 | i | i
Cc1ccc(CN2CCN(C(=O)c3cccc4ccccc34)CC2)cc1 | i | i
O=C(O)c1ccc(/C=N/NC(=O)C(O)(c2ccccc2)c2ccccc2)cc1 | i | i
COc1ccc2c(COC(=O)CCS(=O)(=O)c3ccccc3)cc(=O)oc2c1 | i | i
COC(=O)c1c(C(=O)OC)c2n(c1C)CCC2 | i | i
Cc1ccc(/C=C2\SC(=S)N(c3c(C)n(C)n(-c4ccccc4)c3=O)C2=O)cc1 | i | -5.4*
CCOc1ccc(C(=O)N2CCSC2=S)cc1 | i | i
Cc1ccc(C2(c3ccc(C)cc3)CC2C(=O)Nc2ccc([N+](=O)[O-])cc2O)cc1 (stereo not given) | i | i
C/C=C/c1ccc(OCCOc2cc(C=O)ccc2OC)c(OC)c1 | i | i

New compounds follow
Compound | CHT allo act | CHT block
Cc1cc(C)c(NC(=O)CSc2nnc(-c3ccco3)n2N)c(C)c1 | i | i
COc1ccc(C)cc1S(=O)(=O)NCc1cccs1 | i | i
c1ccc2c(c1)[nH]c1c3ccccc3sc21 | i | i
COCCN1Cc2cccc(C(=O)Nc3cc(C)cc(C)c3)c2C1=O | i | i
CN(C)c1cc(-c2cccc([N+](=O)[O-])c2)oc(=O)c1Cl | i | i
O=C(Nc1cc2cccc([N+](=O)[O-])c2oc1=O)c1cccs1 | i | i
COC(=O)CCN(C(=O)c1cc([N+](=O)[O-])cc([N+](=O)[O-])c1)c1ccccn1 | i | i
Cc1ccc(CNC(=O)c2ccc(Cn3cc(-c4ccc(C)cc4)nc3-c3ccncc3)cc2)cc1 | i | i
O=C1C=CC2C(c3ccc4c(c3)OCO4)CC1N2Cc1ccccc1 (stereo not given) | i | i
CC(C)(/C=N/NC(=O)CSCc1ccccc1Cl)CCC#N | i | i

More entries.
Compound | CHT allo act | CHT block
Cc1ccc(S(=O)(=O)NC(C)C(=O)Nc2ccccc2C(=O)N2CCCC2)cc1 (stereo not given) | i | i
Cc1ccc(S(=O)(=O)C2(C(=O)N3CCN(C4CCCCC4)CC3)CC2)cc1 | i | i
Cc1n[nH]c(C)c1CCCCOc1ccccc1 | i | i
COc1ccc(N2C(=O)CC(c3cc(OC)c(OC)c(OC)c3)CC2=O)cc1 | i | i
COc1cc(C(=O)Nc2ccc(S(=O)(=O)Nc3nccc(C)n3)cc2)c([N+](=O)[O-])cc1OC | i | i
COc1ccc(C2(CNC(=O)/C=C\c3ccco3)CCCC2)cc1OC | i | i
COc1ccccc1N1CCN(C(=O)C(=O)N/N=C/c2ccccc2F)CC1 | i | i
Cc1ccc(Cc2cnc(N3C(=N)SC(c4ccccc4)C3=O)s2)cc1 (stereo not given) | i | i
N/C(=N\OC(=O)COc1ccc(Br)cc1Cl)c1cccnc1 | i | i
CCOc1ccc(N2C(=O)C(=O)/C(=C(/O)c3ccccc3)C2c2ccccc2[N+](=O)[O-])cc1 (stereo not given) | i | i

Records listed above marked active in CHT block:
smiles	CHT block
COc1ccc(C(C(=O)NC2CCCCC2)N(CC2CCCO2)C(=O)C2COc3ccccc3O2)cc1OC (stereo not given)	-5.9*
Oc1c(Br)cc(Br)cc1C=Nc1cccc2ncccc12	-8.2*
CC(C)CCSc1cc(NCCO)c([N+](=O)[O-])c2nonc12	-5.8*
Cc1ccc(/C=C2\SC(=S)N(c3c(C)n(C)n(-c4ccccc4)c3=O)C2=O)cc1	-5.4*

Next entries
Compound | CHT allo act | CHT block
COc1ccc(CNC(=O)c2ccc(CS(=O)Cc3ccc(Cl)cc3)o2)cc1 (stereo not given) | i | i
CCOc1ccc2nc(N3CCC(C(=O)Nc4nnc(CC)s4)CC3)sc2c1 | i | i
COc1ccc(O[C@H]2C=C[C@@H](c3ccccc3)O[C@@H]2CO/N=C/C[C@@H]2C=C[C@H](OC(C)=O)[C@@H](COC(C)=O)O2)cc1 | i | i
CC(=O)c1c(C)[nH]c(C(=O)OCC(=O)NCCC2=CCCCC2)c1C | i | i
N/C(=N\OC(=O)Cc1ccccc1)c1ccncc1 | i | i
CCOC(=O)c1cccc(NC(=O)CCn2c(=O)oc3ccccc32)c1 | i | i
CC1CCN(Cc2c(O)ccc3c(=O)c(-c4nc5ccccc5s4)c(N)oc23)CC1 | i | i
CCOC(=O)c1[nH]c(C)c(C(=O)Nc2ccccc2C)c1C | i | i
Cc1c(NC(=O)/C=C/c2cn(-c3ccccc3)nc2-c2ccc(F)cc2)c(=O)n(-c2ccccc2)n1C | i | i
Cc1cc(CC(C)C)n(-c2nc3ccccc3c(=O)n2OCC(N)=O)n1 | i | i

Continued:
Compound | CHT allo act | CHT block
Cc1ccn2c(NC(=O)c3cccs3)c(-c3ccccc3)nc2c1 | i | i
CCC(=O)Nc1nc2ccccc2n1Cc1ccccc1 | i | i
COc1ccc(OC)c(C2NC(=O)N(C)C(C)=C2C(=O)OCc2ccccc2)c1 (stereo not given) | i | i
COc1ccc2cc3c(N)c(C(=O)NCc4ccco4)sc3nc2c1 | i | i
COc1cccc(-c2nnc(SCC(=O)Nc3ccc(OC)c(OC)c3)n2N)c1 | i | i
CS(=O)(=O)Nc1ccccc1C(=O)Nc1cccc(Cl)c1 | i | i
CCOC(=O)c1ccc(NC(=O)CCc2nnc3ccc(N4CCCC4)nn23)cc1 | i | i
COc1cccc(-c2nc(CC(=O)O)cs2)c1OC | i | i
CCOc1ccc(NC(=O)CCNS(=O)(=O)c2ccc3c(c2)CCC(=O)N3)cc1 | i | i
CCN(CC)S(=O)(=O)c1ccc(N2CCOCC2)c(NC(=O)c2cc3ccccc3oc2=O)c1 | i | i

Next section, starting with the last 3 of the part before.
Compound | CHT allo act | CHT block
COc1cccc(-c2nc(CC(=O)O)cs2)c1OC | i | i
CCOc1ccc(NC(=O)CCNS(=O)(=O)c2ccc3c(c2)CCC(=O)N3)cc1 | i | i
CCN(CC)S(=O)(=O)c1ccc(N2CCOCC2)c(NC(=O)c2cc3ccccc3oc2=O)c1 | i | i
Cc1ccc(NC(=O)C2(S(=O)(=O)c3ccc(Cl)cc3)CC2)c(Br)c1 | i | i
CCc1cccc(C)c1NC(=O)COC(=O)CNS(=O)(=O)/C=C/c1ccccc1 | i | i
CCSC1=NC(C)(C)C=C(C)N1 | i | i
CCCc1ccc(Oc2cn[nH]c2-c2ccc(O)c(C)c2O)cc1 | i | i
C=CCN(CC=C)C(=S)NC(=O)c1ccc(C)c(Br)c1 | i | i

Hits appear at their usual frequency, and some 1.4% of all compounds hit somewhere here.
